BH1578 lux ind = induces V. cholerae light production without autoinducers | V. cholerae BH1578 lux reporter, luminescence, 6 h | activation, % at 18.7 µM | 0.16% of 350,000 active | AID 588436; in the data active = activation mostly above about 9.7%, no sharp cut-off; note: not every result past the cut was called active; inactives centre near 0; reference of the scale not given here
Mtb FBA inh = inhibits M. tuberculosis FBA enzyme | 2.3% of 360,000 active | purified M. tuberculosis FBA, fluorescence read-out | inhibition, % at 1 µM | AID 588726; in the data active = inhibition above about 27%;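 note: 0% = vehicle and 100% = reference inhibitor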
Target sequence (P9WQA3 whole entry, looked up): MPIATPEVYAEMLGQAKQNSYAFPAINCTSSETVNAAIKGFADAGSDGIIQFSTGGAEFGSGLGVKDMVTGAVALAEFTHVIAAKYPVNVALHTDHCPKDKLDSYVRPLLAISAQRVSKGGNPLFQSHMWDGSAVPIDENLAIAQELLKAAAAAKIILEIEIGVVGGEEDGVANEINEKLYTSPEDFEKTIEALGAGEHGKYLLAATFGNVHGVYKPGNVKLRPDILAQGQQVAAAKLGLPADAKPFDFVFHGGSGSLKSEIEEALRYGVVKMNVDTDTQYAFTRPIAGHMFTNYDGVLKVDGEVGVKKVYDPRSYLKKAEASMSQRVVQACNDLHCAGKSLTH
GDH-TPI inh = counter-screen for M. tuberculosis FBA inhibitors: GDH-TPI coupled enzymes. GDH-TPI coupled enzyme counterscreen, NADH absorbance. inhibition, % at 4.8 µM. 1.2% of 360,000 active. AID 588335; in the data active = inhibition above about 30%;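 note: 0% = DMSO wells and 100% = wells lacking the enzyme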
VHR inh abs = blocks human VHR1 dual specificity phosphatase. P51452. recombinant VHR phosphatase, pNPP absorbance. inhibition, % at 13.3 µM. 0.52% of 290,000 active. AID 1654; in the data active = inhibition above about 50%; note: some compounds called inactive have numbers as strong as hits
Target sequence (P51452 whole entry, looked up): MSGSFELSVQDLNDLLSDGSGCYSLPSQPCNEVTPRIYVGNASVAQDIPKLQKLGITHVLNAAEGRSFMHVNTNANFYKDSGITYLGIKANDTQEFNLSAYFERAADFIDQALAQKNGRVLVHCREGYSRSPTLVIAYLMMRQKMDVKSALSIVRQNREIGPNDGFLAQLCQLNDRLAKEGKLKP
Rv3671c inh = inhibits the M. tuberculosis serine protease Rv3671c; P9WHR9; inhibition, % at 5.96 µM; 0.048% of 320,000 active; in the data active = inhibition above about 38%;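 note: extracellular domain of Rv3671c used as enzyme; 0% = enzyme with DMSO and 100% = no enzyme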
BioA inh = blocks M. tuberculosis BioA enzyme activity | purified M. tuberculosis BioA enzyme, plate reader | inhibition, % at 9.99 µM | 0.096% of 360,000 active | AID 602481; in the data active = inhibition above about 40%
UGM FP inh = blocks M. tuberculosis UGM enzyme; P9WIQ1; purified UGM, fluorescence polarization probe displacement; inhibition, % at 10 µM; 0.06% of 320,000 active; in the data active = inhibition above about 10%, passing the limit was not always enough
Target sequence (P9WIQ1 whole entry, looked up): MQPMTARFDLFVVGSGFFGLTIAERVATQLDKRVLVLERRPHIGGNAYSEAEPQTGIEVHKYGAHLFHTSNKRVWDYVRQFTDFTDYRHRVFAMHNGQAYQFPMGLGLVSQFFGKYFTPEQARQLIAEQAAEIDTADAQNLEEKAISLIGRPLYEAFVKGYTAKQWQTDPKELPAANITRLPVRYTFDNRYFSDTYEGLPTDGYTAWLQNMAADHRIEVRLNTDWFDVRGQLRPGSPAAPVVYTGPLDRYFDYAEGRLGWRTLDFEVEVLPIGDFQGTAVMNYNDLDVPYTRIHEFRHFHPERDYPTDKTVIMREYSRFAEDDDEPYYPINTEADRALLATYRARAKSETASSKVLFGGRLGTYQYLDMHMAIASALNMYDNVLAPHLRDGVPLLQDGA
MazEF act = increases E. coli MazEF RNase cleavage of RNA; P0AE70; FAM/BHQ RNA-DNA oligo cleavage fluorescence, 5 h; activation, % at 20 µM; 0.32% of 350,000 active; AID 504720; in the data active = activation above about 50%
Target sequence (P0AE70 whole entry, looked up): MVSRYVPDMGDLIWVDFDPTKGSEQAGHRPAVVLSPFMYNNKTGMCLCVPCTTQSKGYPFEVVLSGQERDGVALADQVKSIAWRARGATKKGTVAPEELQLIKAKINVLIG
SARS 3CLpro inh = SARS-CoV 3CLpro protease inhibition; AID 1706; recombinant SARS-CoV 3CLpro, quenched FRET peptide cleavage; inhibition, % at 6 µM; 0.14% of 290,000 active; P0C6X7; in the data active = inhibition above about 12%
SSB-PriA inh = inhibitors of Klebsiella pneumoniae PriA binding to SSB C-terminal tail; inhibition, % at 33 µM; AlphaScreen SSBct-PriA binding, biotinylated peptide; 0.6% of 430,000 active; in the data active = inhibition mostly above about 37%, no sharp cut-off; inactive = mostly below about 20%;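 note: plate controls were negative control peptide for no effect and reference peptide for full effect; strong numbers were not always called active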
Active calls of the source: *; i = inactive; · = not tested or not shown.

SMILES	BH1578 lux ind	Mtb FBA inh	GDH-TPI inh	VHR inh abs	Rv3671c inh	BioA inh	UGM FP inh	MazEF act	SARS 3CLpro inh	SSB-PriA inh
Cc1ccc(S(=O)(=O)N(CC(=O)N2CCC(C)CC2)c2cccc(C)c2)cc1	i	3	10	-5	7	1.5	-1.7	-1	1	-9
Cc1ccc(C(=O)NNC(=O)c2ccncc2)cc1S(=O)(=O)N1CCCCC1	-3.7	-2	8	·	-6	0.1	-0.9	2	·	2
O=C(Cc1ccc(-n2cccc2)cc1)NCc1cccs1	2.2	0	-4	8	2	·	-1.6	2	0	5
NS(=O)(=O)c1cccc(NC(=O)COC(=O)CCC(=O)c2cccs2)c1	0.8	0	13	·	4	-1.3	-3.5	-13	·	3
CCc1ccc(C(=O)NNC(=O)c2ccc(OCC(=O)N3CCOCC3)c(OC)c2)cc1	-2.0	2	6	·	5	-1.7	1.6	1	·	-13
CC1(C)CC(Nc2ccc(C(F)(F)F)cc2[N+](=O)[O-])CC(C)(C)N1	-0.2	-3	11	24	7	·	-3.5	10	3	2
Cc1ccc(CNC(=O)CS(=O)CC(=O)O)cc1 (centres undefined)	0.3	3	11	-20	4	1.4	1.9	4	2	-1
Cc1ccc(N2N=C(c3ccc(Br)cc3)CCC2=O)cc1	-0.6	0	3	24	-9	·	-0.4	-7	11	-11
CCc1ccc(S(=O)(=O)NCc2csc(-c3ccccc3)n2)s1	i	-2	4	11	0	-0.4	-0.6	-3	2	-36
Cc1ccc(S(=O)(=O)CCc2nnc(NC(=O)c3ccco3)s2)cc1	0.0	-1	2	7	1	·	0.8	2	0	7
COc1ccc(N(Cc2cc3cccc(C)c3[nH]c2=O)S(=O)(=O)c2ccc(OC)cc2)cc1	-0.5	-4	2	2	1	-1.1	0.7	-1	1	-1
O=C(NC1CCCCCCC1)c1ccc2c(c1)N(Cc1ccc(F)cc1)C(=O)CS2=O (centres undefined)	-12	4	7	10	-14	2.1	0.2	2	3	-19
O=C1CCc2cc(S(=O)(=O)N3CCC(C(=O)NCc4ccccc4Cl)CC3)ccc2N1	-0.2	-1	-4	27	-3	0.7	0.1	-2	-3	-5
CC12CC3(C)CC(C)(C1)CC(C(=O)NCCc1ccc(S(N)(=O)=O)cc1)(C2)C3	-0.6	2	-5	-35	4	-0.9	0.5	0	0	-7
COC(=O)c1ccc(NC(=O)Cn2nc(C)cc2C)cc1	-0.3	-2	3	20	11	·	0.1	2	0	-4
CCN(CC)c1ccc(/C=N/NC(=S)NC)c(O)c1	-0.2	5	26	25	7	·	-1.3	2	-2	·
C#CCCCc1nc2ccccc2c(=O)n1N	3.3	-5	-5	7	-5	·	-2.9	4	-4	-11
COC(=O)[C@]1(Cc2ccccc2)N[C@H](CN(C)S(=O)(=O)c2ccc(C(C)(C)C)cc2)[C@@H]2C(=O)N(Cc3ccccc3)C(=O)[C@@H]21	1.0	2	0	·	-17	-0.3	3.6	-13	·	2
O=C(O)c1ccc(Oc2c(C(F)(F)F)oc3cc(O)ccc3c2=O)cc1	-0.1	0	12	33	1	0.2	-0.9	0	0	4
CCn1cc(C(=O)N2CCCC(N3CCN(c4cccc(C(F)(F)F)c4)CC3)C2)cn1 (centres undefined)	i	-3	-5	73	-8	0.3	-0.7	4	-4	-10
CCN(CC)c1ccc(/C=N/O)cc1	·	19	15	13	-4	·	2.2	2	2	·
CN(c1ccc(C(=O)Nc2ccccc2C(=O)N2CCOCC2)cc1)S(C)(=O)=O	i	0	10	13	-5	-5.4	-0.2	3	2	-14
CC(=O)c1n[nH]nc1NC(=O)c1ccccc1	i	-3	-2	32	-5	·	2.0	-12	5	-5
O=C(CSc1nc2[nH]ncc2c(=O)[nH]1)c1ccc(Cl)cc1	·	·	·	-3	-12	·	-0.7	·	1	7
Cc1onc(-c2ccccc2)c1CNS(=O)(=O)c1ccccc1	0.6	2	-2	17	7	-1.1	-3.7	-19	-5	0

Compound profiles, from the list above. Order of values: BH1578 lux ind | Mtb FBA inh | GDH-TPI inh | VHR inh abs | Rv3671c inh | BioA inh | UGM FP inh | MazEF act | SARS 3CLpro inh | SSB-PriA inh
`C#CCCCc1nc2ccccc2c(=O)n1N` across the screens: 3.3 | -5 | -5 | 7 | -5 | · | -2.9 | 4 | -4 | -11
`O=C(Cc1ccc(-n2cccc2)cc1)NCc1cccs1` across the screens: 2.2 | 0 | -4 | 8 | 2 | · | -1.6 | 2 | 0 | 5
`CN(c1ccc(C(=O)Nc2ccccc2C(=O)N2CCOCC2)cc1)S(C)(=O)=O` across the screens: i | 0 | 10 | 13 | -5 | -5.4 | -0.2 | 3 | 2 | -14
`CC(=O)c1n[nH]nc1NC(=O)c1ccccc1` across the screens: i | -3 | -2 | 32 | -5 | · | 2.0 | -12 | 5 | -5
`Cc1onc(-c2ccccc2)c1CNS(=O)(=O)c1ccccc1` across the screens: 0.6 | 2 | -2 | 17 | 7 | -1.1 | -3.7 | -19 | -5 | 0

Later entries.
SMILES	BH1578 lux ind	Mtb FBA inh	GDH-TPI inh	VHR inh abs	Rv3671c inh	BioA inh	UGM FP inh	MazEF act	SARS 3CLpro inh	SSB-PriA inh
Cc1ccc(O)c(C(=O)CC(=O)c2ccccc2Cl)c1	0.4	0	0	17	-5	·	2.8	3	3	-7
COc1ccc(CCC(=O)Nc2ccc(C)c([N+](=O)[O-])c2)cc1	-3.4	3	9	2	9	·	-0.4	4	4	34
COc1ccccc1C(=O)NCCC(=O)NN1C(=O)NC2(CCCCC2)C1=O	-5.0	-2	8	·	1	-2.2	1.9	0	·	-13
COc1cc(/C=C/C(=O)O)cc(S(=O)(=O)Nc2ccc3cn[nH]c3c2)c1OC	i	6	4	·	-14	-2.6	2.3	4	·	1
COc1ccc(CCNC(=O)C(=O)NCC2OCCN2S(=O)(=O)c2ccc3c(c2)OCCO3)cc1OC (centres undefined)	-0.8	-1	-5	-3	4	-1.4	-1.5	-6	8	-6
CCOC(=O)c1ccc(CNC(=O)C2CCC(=O)N(CCc3ccccc3)C2)o1 (centres undefined)	-0.4	-1	4	1	-11	0.2	-1.3	-2	4	1
COc1cccc(C(O)c2cnc(C(C)C)n2C)c1OC (centres undefined)	i	2	3	-3	-5	-0.2	-1.1	16	-4	9
O=C(C=Cc1ccccc1)c1cccs1	i	-5	34*	·	·	·	·	11	·	-9
COCCCn1c(=S)[nH]c2sc3c(c2c1=O)CCCC3	-0.6	-4	25	12	2	-5.6	1.2	3	2	4
Cc1ccc(S(=O)(=O)NNC(=O)C2CCCCC2)cc1	i	3	8	10	2	1.0	0.6	2	3	-11
CCOC(=O)c1ccccc1NC(=O)c1cccc([N+](=O)[O-])c1	-0.2	6	6	3	7	·	-1.3	-3	3	3
Cn1c(SCC(=O)NCC2CCCO2)ncc(C(=O)Nc2ccccc2)c1=O (centres undefined)	-2.8	1	17	·	-2	-0.5	-1.1	-2	·	-10
O=C(NC1=C(NC2CCS(=O)(=O)C2)C(=O)c2ccccc2C1=O)c1ccccc1 (centres undefined)	i	-2	1	8	-86	-3.0	3.3	12	3	0
CCOC(=O)c1c(S(=O)(=O)Nc2ccc(F)cc2C)c(C)n(C)c1C	i	2	-5	-20	-3	0.6	-4.8	10	2	-2
Cc1ccc(-c2nc(C)sc2CC(=O)O)cc1	0.0	0	7	2	-20	-1.8	-1.7	1	5	-21
COc1ccc(-c2csc(C3=C(O)CN(CCCN4CCCC4=O)C3=N)n2)cc1OC	-0.3	-3	20	34	6	0.2	-0.1	-2	-1	-1
COc1ccc(N2CC(C(=O)NCc3cccnc3)CC2=O)cc1 (centres undefined)	i	1	-12	-8	-6	-0.1	0.9	0	4	-14
COc1ccc(C(=O)COC(=O)c2nc3nccc(C)n3n2)cc1F	0.7	-3	4	·	-6	-1.5	-4.4	2	·	2
Clc1ccc(Cn2nc(-c3ccccc3)nc2-c2ccccc2)cc1	-0.2	0	0	14	-3	·	0.3	-5	-4	-7
O=C(Oc1cccc(C(=S)N2CCOCC2)c1)c1ccc([N+](=O)[O-])cc1[N+](=O)[O-]	i	1	5	23	2	·	-2.6	1	-2	15
CC(OC(=O)c1ccc(Cl)nc1)C(=O)NC1(C#N)CCCCC1 (centres undefined)	i	1	16	·	-4	·	0.5	2	·	0
CN(C)S(=O)(=O)N1CCC(Oc2ccc(C(=O)NCc3cnn(C)c3)cc2)CC1	-0.3	2	10	30	6	·	-1.2	4	6	-12
O=C(O)c1ccc(N/N=C/c2cccc(F)c2)cc1	-0.1	-4	37*	2	2	·	·	-1	2	·
O=C(CCNS(=O)(=O)c1ccccc1C(F)(F)F)NCCCN1CCOCC1	i	0	15	·	4	1.0	1.6	9	·	-14
C#CCn1c(S(=O)(=O)Cc2ccc(C)cc2)nc(-c2ccccc2)c1-c1ccccc1	i	-3	-1	7	-4	-0.6	-0.1	3	2	-1

(listing goes on)
SMILES	BH1578 lux ind	Mtb FBA inh	GDH-TPI inh	VHR inh abs	Rv3671c inh	BioA inh	UGM FP inh	MazEF act	SARS 3CLpro inh	SSB-PriA inh
Cc1cc(C)n(-c2nc(SCC(=O)N3CCCC3)c3c4c(sc3n2)CCCC4)n1	-0.3	5	14	-1	-4	3.8	2.3	4	-4	-15
CNS(=O)(=O)c1cccc(C(=O)OCc2cc(=O)oc3c(C)c(O)ccc23)c1	-0.3	3	8	-6	-2	0.4	-5.9	21	3	3
COCCN(CCOC)c1nc(-c2ccc([N+](=O)[O-])cc2)nc2ccccc12	-4.3	0	7	-4	-3	-2.2	0.5	-6	2	8
COc1ccc(N2CCN(C(=O)C(=O)c3c[nH]c4ccccc34)CC2)cc1	-2.0	0	9	8	1	1.6	5.1	1	-1	-4
Cc1ccc(-c2nnc(SCC(=O)NC3CC3)n2N)cc1	0.1	9	2	15	-5	-3.8	-1.2	3	2	-12
Cn1c(CCN2CCCC2)nc2cc(NS(=O)(=O)c3ccc(Cl)cc3)ccc21	i	0	-2	-8	-11	-1.1	1.3	10	3	-9
O=C(COC(=O)CCS(=O)(=O)c1ccc(Cl)cc1)NC1CCCCC1	-6.7	5	12	-15	4	0.3	-1.6	8	-6	-14
CC(=O)OCc1cc(=O)n(C)c(=O)n1C	i	-4	-5	-13	6	0.4	1.8	-2	-2	-8
O=C(CN1CCCCCC1)NCCN1C(=O)S/C(=C\c2ccccc2Cl)C1=O	-0.4	0	-2	10	0	·	5.2	-4	-1	-4
COc1cc2c(cc1OC)CN(C(=O)CNS(=O)(=O)c1ccc(C)c(C)c1)CC2	-0.3	1	-4	32	0	·	-2.3	15	-1	4
Cc1cc(C)n2nc(SCC(=O)Nc3ccc(F)cc3[N+](=O)[O-])nc2n1	i	-2	1	·	-4	3.6	1.3	0	·	-21
Cc1ccc(CCNC(=O)Cn2ccc3cc(S(=O)(=O)N4CCCC4)ccc32)cc1	-0.3	84*	-8	18	-4	-0.7	2.3	0	-2	4
O=C(CN1CCN(c2ccc(F)cc2)CC1)Nc1ccc(S(=O)(=O)N2CCOCC2)cc1	i	0	-6	27	-1	3.2	-0.5	2	0	-2
CCOC(=O)CC1COCCN1C(=O)c1cc(COc2ccccc2SC)on1 (centres undefined)	i	-4	1	·	·	·	·	3	·	·
C/C(=N\NC(=O)COc1cccc(Br)c1)c1ccc2c(c1)OCCO2	-0.3	-1	7	·	-9	2.2	-2.0	-4	·	·
Cc1ccc2[nH]c3c(c2c1)CCc1cn[nH]c1-3	-0.5	5	13	1	13	-0.2	1.0	4	8	24
COc1c(/C=C2/C(=O)NC(=O)N(C)C2=O)c(CCN(C)C(=O)c2ccccc2)cc2c1OCO2	-0.6	6	12	17	-16	27	5.0	6	3	-14
S=c1nn[nH]c2ccccc12	·	3	20	·	·	·	·	9	·	-10
COc1ccc2c(c1)C(=O)CC(c1ccccc1F)O2 (centres undefined)	8.3	7	10	15	-2	3.4	-0.5	-1	8	-47
CC1CCN(C(=O)CSc2nc(N)cc(N)n2)CC1	i	-1	6	15	7	-1.0	0.9	-2	0	-24
COc1ccccc1C(CNC(=O)CNC(=O)c1ccc(C)c(C)c1)N1CCCC1 (centres undefined)	-0.4	1	2	·	4	-1.4	2.8	0	·	7

Not all compounds are listed; rates above refer to the full screens.
